Bioassay records (PubChem)
D1 potentiator – Potentiators of Human D1 Dopamine Receptor: qHTS. HEK293 TREx D1 cells, calcium flux, dopamine EC20 potentiation. potentiation, % at 10 µM. actives 0.036% (n = 360,000). D(1A) dopamine receptor (Homo sapiens), P21728; in the data active = potentiation above about 30%; note: 0% is about no effect
TRHR agonist – qHTS for Small Molecule Agonists and Allosteric Enhancers of Human TRH Receptor: Primary Screen for Agonists | Thyrotropin-releasing hormone receptor (Homo sapiens), P34981 | activation, % at 2 µM | AID 493084, 2011 | TRHR cells, calcium flux fluo-8, FDSS agonist mode | actives 0.18% (n = 360,000); note: 0% is about no effect
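Agonist-mode FDSS calcium read (Ex 480/Em 530, 1 s cycles) in 1536-well TRHR cells with fluo-8 dye, after 10-cycle baseline and 23 nL compound addition; TRH at EC20 (10 nM final) added afterwards for the enhancer phase.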
D1 agonist – Allosteric Agonists of the Human D1 Dopamine Receptor: qHTS. HEK293 T-REx D1 cells, calcium flux, agonist mode. actives 1% (n = 360,000). D(1A) dopamine receptor (Homo sapiens), P21728. activation, % at 2 µM; note: 0% is about no effect
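Tetracycline-induced HEK293 TREx D1 cells, force-coupled to calcium signalling, were dye-loaded with a no-wash calcium kit. Compound was pin-added after a 10 s baseline. Fluorescence was read kinetically at 1 cycle/s for 180 s, with calcium rises flagged as agonism.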
D1 antagonist – Antagonist of Human D 1 Dopamine Receptor: qHTS; D(1A) dopamine receptor (Homo sapiens), P21728; HEK293 TREx D1 cells, calcium flux, dopamine EC80; active compounds read low; activity change, negative = inhibition, % at 10 µM; actives 3.2% (n = 360,000); AID 504652, 2011; in the data active = activity change below about -30%; note: % is set by controls: 0 for no effect and ±100 for the full control effect
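After overnight tetracycline induction at 30 C, force-coupled D1 HEK293 cells took up a no-wash calcium dye at room temperature. Compounds were added and monitored 180 s, and the response to EC80 dopamine was then recorded.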
D2 agonist – HTS Assay for Allosteric Agonists of the Human D2 Dopamine Receptor: Primary Screen for Agonists. D(2) dopamine receptor (Homo sapiens), P14416. HEK293 T-REx D2 cells, calcium flux agonist mode. activation, % at 2 µM. actives 0.53% (n = 340,000). AID 485358, 2010;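 active = activation over 3 SD above normal in the single-dose calcium agonist read, cut at about 30% in these data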; note: 0% is about no effect
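In this primary screen, compounds producing a positive calcium signal within 180 s of addition to tetracycline-induced, force-coupled HEK293 Trex D2 cells are flagged; cells are dye-loaded with a no-wash calcium kit beforehand.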
D2 potentiator – HTS Assay for Positive Allosteric Modulators of the Human D2 Dopamine Receptor: Primary Screen for Potentiators | potentiation, % at 10 µM | HEK293 T-REx D2, calcium flux, EC20 dopamine potentiation | actives 0.34% (n = 340,000) | D(2) dopamine receptor (Homo sapiens), P14416 | AID 485347, 2010;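 active = potentiation over 3 SD above the plate norm, cut at about 30% in these data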; note: 0% is about no effect
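Potentiation of an EC20 dopamine calcium response is measured in a force-coupled, tetracycline-inducible Hek293 Trex D2 line. Compound-only kinetic reads over 180 s flag agonists before dopamine addition.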
TRHR enhancer – qHTS for Small Molecule Agonists and Allosteric Enhancers of Human TRH Receptor: Primary Screen for Enhancers | enhancement, % at 2 µM | actives 0.66% (n = 360,000) | Thyrotropin-releasing hormone receptor (Homo sapiens), P34981 | TRHR cells, fluo-8 calcium fluorescence, EC20 TRH enhancement; in the data active = enhancement above about 30%; note: 0% is about no effect
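Enhancer read-out: after compound pinning and an initial kinetic agonist-mode read, an EC20 of TRH (10 nM final) was injected and fluo-8 calcium signal (Ex 480/Em 530) followed at 1 s/cycle for 100 cycles in TRHR-expressing cells.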
D2 antagonist – HTS Assay for Allosteric Antagonists of the Human D2 Dopamine Receptor: Primary Screen for Antagonists; D(2) dopamine receptor (Homo sapiens), P14416; HEK293 TREx D2 cells, calcium flux, dopamine EC80; inhibition, % at 10 µM; actives 2% (n = 340,000); in the data active = inhibition above about 30%; note: 0% is about no effect
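In this primary screen, negative modulation is detected by tracking calcium flux after an EC80 dopamine challenge in inducible HEK293 T-REx D2 cells preexposed to test compound for 180 s.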
RXFP1 antagonist – qHTS Assay for Antagonists of the Relaxin Receptor RXFP1; actives 0.59% (n = 350,000); HEK293-RXFP1, relaxin-stimulated cAMP HTRF, 30 min; active compounds read low; activity change, negative = inhibition, % at 57.5 µM; AID 1259400, 2018;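 active = activity change of -60% or lower, but not beyond a set lower limit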; note: % is set by controls: 0 for no effect and ±100 for the full control effect
Target sequence (Q9HBX9 whole entry, looked up): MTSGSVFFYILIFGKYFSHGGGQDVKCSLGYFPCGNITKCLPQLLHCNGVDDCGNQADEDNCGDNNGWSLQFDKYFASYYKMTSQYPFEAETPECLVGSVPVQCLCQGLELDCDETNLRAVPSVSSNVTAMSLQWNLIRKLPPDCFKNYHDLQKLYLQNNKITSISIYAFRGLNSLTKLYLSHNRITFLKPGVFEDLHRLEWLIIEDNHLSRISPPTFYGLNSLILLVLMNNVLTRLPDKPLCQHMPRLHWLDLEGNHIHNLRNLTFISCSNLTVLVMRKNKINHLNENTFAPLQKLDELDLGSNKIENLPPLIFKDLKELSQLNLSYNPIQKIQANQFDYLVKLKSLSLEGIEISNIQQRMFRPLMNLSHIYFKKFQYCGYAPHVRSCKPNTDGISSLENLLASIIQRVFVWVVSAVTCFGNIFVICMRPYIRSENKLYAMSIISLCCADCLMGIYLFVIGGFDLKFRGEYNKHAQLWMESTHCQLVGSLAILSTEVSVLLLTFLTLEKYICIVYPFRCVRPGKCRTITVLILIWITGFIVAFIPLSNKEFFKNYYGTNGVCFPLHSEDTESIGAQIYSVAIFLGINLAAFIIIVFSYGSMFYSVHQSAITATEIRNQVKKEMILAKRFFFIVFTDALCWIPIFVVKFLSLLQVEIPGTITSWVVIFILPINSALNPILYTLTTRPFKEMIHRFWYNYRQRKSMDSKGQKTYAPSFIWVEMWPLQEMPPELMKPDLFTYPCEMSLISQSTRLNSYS
* marks the source's active call; other numbers are inactive results; · = not tested or not shown. Cut-off read from the data, not from the text of the source, unless noted: active = activation above about 30%; inactive = the rest. An excerpt; the hit share may differ from the screen's.

SMILES	D1 potentiator	TRHR agonist	D1 agonist	D1 antagonist	D2 agonist	D2 potentiator	TRHR enhancer	D2 antagonist	RXFP1 antagonist
C=C1C2[C@H](OC(C)=O)[C@@H]3CC(=O)[C@]4(C)OC[C@@]3(C)[C@@]4(O)[C@@H](OC(C)=O)[C@H](OC(C)=O)[C@@]2(COC(=O)c2ccccc2)[C@@H](OC(C)=O)C[C@@H]1O (stereo partly specified)	-1	-0.5	3	15	0.5	4	17	12	·
Cc1cc(=O)oc2cc(OCC(=O)N3CCN(Cc4ccc5c(c4)OCO5)CC3)ccc12	-1	0.3	7	-8	-0.1	-5	-2	17	-9
Cn1c(O)c(N=Nc2cccc(S(=O)(=O)N3CCOCC3)c2)c(=O)n(C)c1=O	3	0.9	1	9	0.9	0	3	17	4
Cc1ccc2c(c1)C1CN(C)CCC1N2C(=O)c1cn(-c2ccccc2)nc1-c1ccccc1 (stereo unspecified)	-5	2.8	18	7	3.3	-7	7	-7	-8
COc1ccc(C(C)=O)cc1CC(C(=O)c1ccc(Br)cc1)N(C)C (stereo unspecified)	-6	0.3	-1	1	-1.6	3	-7	5	1
CN(C)C(=O)Oc1ccc2oc(=O)cc(-c3cc4ccccc4o3)c2c1	-3	0.3	-1	4	1.0	3	-3	5	5
Cc1nonc1OCCNc1ccc([N+](=O)[O-])c2cccnc12	-3	0.5	9	-14	-0.3	-7	-12	3	3
COC(=O)C1=C(c2ccc(F)cc2OCc2ccccc2)C[C@@H]2CC[C@H]1N2C(=O)NC1CCCCC1	-7	0.1	0	8	0.2	-17	0	-18	·
O=P(C(c1c[nH]c2ccccc12)N1CCOCC1)(N1CCOCC1)N1CCOCC1 (stereo unspecified)	0	0.5	5	-1	0.4	-2	1	-7	9
C[C@]12CC(=CO)C(=O)C[C@@H]1CC[C@@H]1[C@@H]2CC[C@@]2(C)[C@H]1CC[C@]2(C)O	-2	0.2	11	-6	1.1	-9	-5	1	·
CCN(CC)C(=O)c1ccc(NC(=O)COc2ccc([N+](=O)[O-])cc2Cl)cc1	-4	0.4	5	-4	0.1	2	-1	2	-26
CC(C)N1C(=O)CCC1C(=O)N1CCC2(CC1)OCCO2 (stereo unspecified)	-2	0.5	1	1	0.7	1	-1	9	31
O=C1C2CCCN2C(c2cccnc2)N1c1cccc(Cl)c1 (stereo unspecified)	·	0.4	4	-2	1.0	-9	5	11	·
O=C1NC(=O)C(=Cc2ccc(-c3ccc(F)cc3O)o2)C(=O)N1	-4	1.7	10	-16	-1.0	-1	-2	-5	·
CN1C(=O)C(O)N=C(c2ccccc2)c2ccccc21 (stereo unspecified)	-1	0.5	2	13	0.0	-1	-5	-1	0
CCCOC(=O)C1C2c3ccccc3C(c3ccccc32)C1C(=O)O (stereo unspecified)	-7	0.0	2	10	0.9	1	29	-3	-17
CCN(c1ccc(C(O)(C(=O)OC)C(F)(F)F)cc1)S(=O)(=O)c1ccccc1 (stereo unspecified)	-5	0.3	4	-19	0.3	6	1	-9	-2
CCN(CC)CCNC(=O)c1c(O)c2ccccc2n(Cc2ccccc2)c1=O	1	1.7	14	1	0.1	-1	-2	-15	1
CCOC(=O)CNC(=O)CNC(=O)C(Cc1ccc(N(CCCl)CCCl)cc1)NC(C)=O (stereo unspecified)	-5	0.6	2	1	-0.1	-4	-6	0	-5
Cn1c2ccccc2c2c(C(=O)N3CCC4(CC3)OCCO4)cn(C3CCCCC3)c(=O)c21	0	-0.2	2	-7	-0.8	-4	-16	10	2
COc1ccc(CC2C(=O)N(c3ccccc3)C(=O)N(c3ccccc3)C2=O)c(OC)c1	-6	-0.1	-1	8	0.0	20	-4	-2	2
CCc1ccc(OCC(=O)N2CCN(Cc3ccc4c(c3)OCO4)CC2)cc1	-8	-0.4	1	-5	1.1	-9	7	-8	-23
O=C(COc1ccc(Br)cc1)N1CCN(C2CCCC2)CC1	-3	-0.3	3	-6	-1.1	-12	-2	3	-8
CC(=O)N1CCC2(CC1)CC(=O)c1cc(OCC(=O)N3CCN(C)CC3)ccc1O2	3	0.5	4	-5	0.1	-3	0	-4	26
COP(=O)(OC)C(Nc1ccccn1)c1ccccc1 (stereo unspecified)	-1	0.6	1	7	0.0	1	-3	15	-4
O=C(Cc1ccccc1)NC(Oc1ccccc1Cl)C(Cl)(Cl)Cl (stereo unspecified)	-11	-0.1	3	-1	0.3	5	0	-17	-14
CCCc1cc(=O)oc2cc(OCC(=O)N3CCC(C(=O)O)(c4ccccc4)CC3)ccc12	-5	-0.3	3	-10	-1.3	3	26	-15	·
CS(=O)(=O)c1ccc(C(=O)N2CCC(C(=O)O)(c3ccccc3)CC2)cc1	3	-0.5	3	5	-1.0	3	10	9	-1
CCCNC(=O)c1c(N)n(Cc2ccc3c(c2)OCO3)c2nc3ccccc3nc12	-2	1.3	2	2	-0.3	·	-2	1	3
O=C1NC(=O)C(=Cc2ccc(N3CCOCC3)cc2)C(=O)N1	-12	-0.2	0	11	1.4	12	8	-6	0
O=P(O)(O)COc1ccccc1O	-4	0.1	2	4	0.7	-6	-3	7	12
CC(C)C12CN3CC(C(C)C)(CN(C1)C3c1cccnc1)C2=O (stereo unspecified)	2	0.4	2	11	0.6	6	-2	1	2
COC(=O)C1=C(c2ccc(F)cc2OCc2ccccc2)C[C@@H]2CC[C@H]1N2C(=O)NCc1ccccc1Br	0	0.5	5	9	0.1	-15	-9	-6	·
CCOC(=O)[C@@H]1[C@H]2COc3ccc(Br)cc3[C@@H]2N2C(=O)N(c3cccc(C)c3)C(=O)[C@]12C	2	0.0	6	28	0.0	0	2	-10	·
CC12CN3CC(C)(CN(C1)C3c1cccnc1)C2=O (stereo unspecified)	-6	-0.1	2	15	0.6	5	1	9	-5
CC1(C)CN=C(NCc2ccccc2Cl)S1	-7	0.6	3	-5	1.2	1	5	12	-16
Cc1cccc(-n2c(/C=C/c3c(C)[nH]c4ccccc34)nc3ccccc3c2=O)c1	-2	-2.0	-1	-7	-2.5	·	1	·	·
C[N+]1(C)C2CCC1CC(OC(=O)c1ccccc1)C2 (stereo unspecified)	-3	-0.6	1	-28	1.1	5	1	0	-3
CC(=O)c1cn(Cc2ccccc2C#N)c2ccccc12	-5	-2.1	15	-34*	1.7	-14	-4	-12	-23
O=P(Oc1ccccc1)(Oc1ccccc1)C(O)c1ccccc1 (stereo unspecified)	-2	0.1	-1	-2	·	·	-2	·	·

Full records as entered above. Screens in order: D1 potentiator, TRHR agonist, D1 agonist, D1 antagonist, D2 agonist, D2 potentiator, TRHR enhancer, D2 antagonist, RXFP1 antagonist
CCOC(=O)[C@@H]1[C@H]2COc3ccc(Br)cc3[C@@H]2N2C(=O)N(c3cccc(C)c3)C(=O)[C@]12C is listed with 2, 0.0, 6, 28, 0.0, 0, 2, -10, ·
CC12CN3CC(C)(CN(C1)C3c1cccnc1)C2=O (stereo unspecified) is listed with -6, -0.1, 2, 15, 0.6, 5, 1, 9, -5
COC(=O)C1=C(c2ccc(F)cc2OCc2ccccc2)C[C@@H]2CC[C@H]1N2C(=O)NCc1ccccc1Br is listed with 0, 0.5, 5, 9, 0.1, -15, -9, -6, ·
Cc1cccc(-n2c(/C=C/c3c(C)[nH]c4ccccc34)nc3ccccc3c2=O)c1 is listed with -2, -2.0, -1, -7, -2.5, ·, 1, ·, ·

Carrying on.
SMILES	D1 potentiator	TRHR agonist	D1 agonist	D1 antagonist	D2 agonist	D2 potentiator	TRHR enhancer	D2 antagonist	RXFP1 antagonist
N#CCN1CCN(c2ccc(C(F)(F)F)cc2)CC1	-9	-0.3	1	-50*	0.5	-4	15	-11	-1
CC(=NC(C)c1ccccc1)c1c(O)[nH]c(=O)[nH]c1=O (stereo unspecified)	-4	1.9	2	-6	0.2	4	7	-4	14
C=C1C(=O)O[C@@H]2C[C@@H](C)[C@@H]3C4OC4C(=O)[C@@]3(C)[C@@H](O)[C@H]12 (stereo partly specified)	0	0.4	1	-3	0.5	13	1	7	·
Clc1ccc(OCC#CCN2CCCCCC2)cc1	-1	-0.4	0	·	·	·	-1	·	-1
Fc1c(F)c(F)c(N2CCNCC2)c(F)c1F	0	0.4	5	-10	-5.8	8	-3	-8	-5
CCOc1ccc(N2C(=O)NC(=O)/C(=C\c3ccccc3[N+](=O)[O-])C2=O)cc1	5	0.7	1	-46*	-0.3	-5	-2	-19	-5
CCCC/C(=N\O)c1c[nH]c2ccccc12	1	0.1	1	9	1.4	-3	0	-1	10
NS(=O)(=O)c1cccc(N2CCNCC2)c1	-4	-0.6	2	-8	1.2	-3	-4	3	3
CCOc1ccc(CN2CCN(C(=O)Cc3ccccc3)CC2)cc1	-2	1.1	4	1	0.7	-3	3	-14	4
O=C(CCc1nc(-c2ccccc2F)no1)N1CCC2(CC1)OCCO2	-3	0.1	1	-12	0.6	-7	-1	19	-4
O=C(O)c1[nH]c(=O)[nH]c(=O)c1F	-3	0.7	2	15	0.8	3	3	-8	-7
O=C1CC(c2ccccc2)CN1 (stereo unspecified)	-9	0.2	1	12	0.5	-5	0	16	-15
CCC(=O)Nc1ccc(N2CCN(CC)CC2)c(Cl)c1	-10	-0.1	2	4	-0.6	-8	-3	-1	·
COc1cccc(OC)c1C1=NCC(=O)Nc2c1oc1ccc(Br)cc21	0	0.0	1	-6	5.6	10	-1	8	·
O=C(N/N=C/c1c(O)n(CCc2ccccc2)c(=O)[nH]c1=O)c1ccncc1	2	0.9	-1	-37*	-0.8	-2	4	10	5
COc1cc(OC)c(OC)cc1CNCCc1ccc(F)cc1	-7	-1.7	8	7	-1.2	16	-2	-11	-4
CC12CC[C@H]3[C@@H](CCC4(O)C[C@H](O)CCC34/C=N/NC(=O)Cc3ccccc3)C1(O)CCC2C1=CC(=O)OC1 (stereo partly specified)	1	0.2	1	6	1.4	8	3	-21	-10
CC(C)=CCc1c(O)cc2c(c1O)C(=O)CC(c1ccc(O)cc1)O2 (stereo unspecified)	2	2.1	24	0	4.8	10	6	-28	·

Entries from the list above containing a CF3 group (2):
SMILES	D1 potentiator	TRHR agonist	D1 agonist	D1 antagonist	D2 agonist	D2 potentiator	TRHR enhancer	D2 antagonist	RXFP1 antagonist
CCN(c1ccc(C(O)(C(=O)OC)C(F)(F)F)cc1)S(=O)(=O)c1ccccc1 (stereo unspecified)	-5	0.3	4	-19	0.3	6	1	-9	-2
N#CCN1CCN(c2ccc(C(F)(F)F)cc2)CC1	-9	-0.3	1	-50*	0.5	-4	15	-11	-1
